Screening results from PubChem BioAssay.
GCN5L2 inh: qHTS Assay for Inhibitors of GCN5L2. Histone acetyltransferase KAT2A (Homo sapiens), Q92830. GCN5L2 HAT assay, ThioGlo1 CoA-SH fluorescence. Potency, µM (titrated, usually from 58.9 µM), for inactives: top-dose activity change, negative = inhibition, usual class: inhibitors. actives 0.21% (n = 390,000). AID 504327, 2011
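Titration-based screen in which CoA formation is detected via maleimide probe ThioGlo1 (50uM) turning fluorescent on thiol reaction; substrates H3(1-25) 75uM and acetyl-CoA 70uM, GCN5L2 20nM, 20 min incubation at room temperature.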
N370S GC: qHTS Assay for Inhibitors and Activators of N370S glucocerebrosidase as a Potential Chaperone Treatment of Gaucher Disease; Lysosomal acid glucosylceramidase (Homo sapiens), P04062; N370S GC spleen homogenate, 4MU-glucoside fluorescence; Potency, µM (top dose mostly 59.4 µM), for the others: top-dose activity change, negative = inhibition, hits mostly inhibitors; actives 0.092% (n = 330,000);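 also: 0% = full enzyme activity and -100% = no enzyme basal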
FEN1 inh: qHTS Assay for the Inhibitors of Human Flap endonuclease 1 (FEN1); AID 588795, 2011; Potency, µM (top dose mostly 114 µM), for inactives: at the top dose activity change, negative = inhibition, most hits filed as inhibitors; Recombinant FEN1 flap cleavage, fluorescence, 15 min; actives 0.35% (n = 390,000); also: nearly all actives have a fitted effect of over 65% in size
Target sequence (P39748 whole entry, looked up): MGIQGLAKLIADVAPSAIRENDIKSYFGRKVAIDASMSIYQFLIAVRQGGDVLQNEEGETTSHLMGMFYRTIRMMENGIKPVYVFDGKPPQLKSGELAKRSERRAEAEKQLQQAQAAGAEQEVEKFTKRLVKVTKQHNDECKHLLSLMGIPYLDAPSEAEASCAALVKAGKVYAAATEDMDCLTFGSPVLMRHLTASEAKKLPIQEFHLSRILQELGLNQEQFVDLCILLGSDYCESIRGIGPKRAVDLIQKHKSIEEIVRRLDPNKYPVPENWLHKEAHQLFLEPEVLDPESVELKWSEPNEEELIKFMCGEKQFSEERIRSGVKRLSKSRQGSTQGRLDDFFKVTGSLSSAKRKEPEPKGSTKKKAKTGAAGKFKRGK
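Steps: FEN1 (10 nM) dispensed; compound added by pin tool; 15 min at room temperature; substrate added to 50 nM final; reads at 0 min and 15 min; data normalized and fitted (four-parameter Hill).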
An asterisk follows results filed as active; [ ] = remark or other dose. Calls follow the shape of the dose curve; as a rule, active = well fitted curve in the direction sought with a large enough effect; inconclusive = small, poorly fitted or top-dose-only effect, or another doubt; inactive = no such curve, though single readings can be large; an effect the other way counts as inactive or inconclusive. Unless noted, % is scaled to controls: 0 for no effect and ±100 for the full control effect; potency is read from the fitted curve at half-maximal effect.

`Cc1ccc(S(=O)(=O)N2CCN(S(=O)(=O)N3CCCCCC3)CC2)cc1` gave GCN5L2 inh 0.5%, N370S GC -1.2% and FEN1 inh 12.6%.
Screening Cc1ccc(-n2c(=S)[nH]c3sc4c(c3c2=O)CCc2ccccc2-4)cc1 returned GCN5L2 inh 0.8%, N370S GC 8.0% and FEN1 inh 16.8%.
COC(=O)c1ccc(/C=N/NC(=O)CCSc2nc3ccccc3s2)cc1 was read as GCN5L2 inh -7.5% and N370S GC -5.2%.
Screening Cc1ccc(Cn2c(NC(=O)c3ccco3)nc3ccccc32)cc1 returned GCN5L2 inh -6.3%, N370S GC -2.1% and FEN1 inh -11.5%.
Screening Nc1ccc2[nH]ncc2c1 returned GCN5L2 inh -4.4%, N370S GC -2.5% and FEN1 inh -35.8%.
N#Cc1c(Nc2ccccc2)c(/C=N/NCCO)c[nH]c1=O was read as GCN5L2 inh -0.9%, N370S GC -0.3% and FEN1 inh -9.3%.
`COc1ccc(Nc2nc(Cl)nc(NCc3ccco3)n2)c(OC)c1` gave GCN5L2 inh 3.8%, N370S GC 3.1% and FEN1 inh -5.3%.
Screening c1ccc2c3c([nH]c2c1)[C@@H]1[C@H]2CC[C@H]([C@H]4CCCN[C@H]42)N1CC3 returned GCN5L2 inh -1.9%[21.4 µM] and N370S GC -0.2%[21.6 µM].
`O=Cc1ccc(OCc2cccc(C(F)(F)F)c2)cc1O` gave GCN5L2 inh -1.8%, N370S GC 9.3% and FEN1 inh -22.2%.
`N#Cc1ccc(NCCc2ccccn2)c([N+](=O)[O-])c1` gave GCN5L2 inh -3.3%, N370S GC -2.3% and FEN1 inh -5.2%.
For CCOc1ccc(NC(=O)c2cc3ccccc3cc2O)cc1 the results were GCN5L2 inh -4.7%, N370S GC -3.6% and FEN1 inh -17.0%.
Screening CC(=O)Nc1ccc(S(=O)(=O)Nc2nnc(CC(C)(C)C)s2)cc1 returned GCN5L2 inh -6.6%, N370S GC -3.3% and FEN1 inh 6.4%.
For COc1ccc(CCn2c(Br)nc3c2c(=O)[nH]c(=O)n3C)cc1 the results were GCN5L2 inh -11.9%, N370S GC 2.5% and FEN1 inh -1.9%.
`CC(C)CCN1CCN(C/C=C/c2ccco2)CC1CCO` (stereo not drawn) gave GCN5L2 inh -5.7%, N370S GC 8.0% and FEN1 inh -2.7%.
CCC(C)(C)NC(=O)C(c1cccn1C)N(C(=O)Cn1nnc2ccccc21)c1ccc(OC)cc1 (stereo not drawn) was read as GCN5L2 inh -7.3%, N370S GC -18.9%[2.35 µM] and FEN1 inh 7.5%.
`COc1cc(CNC(=O)CCn2nc(C)c3c(C)n(-c4ccccc4)nc3c2=O)cc(OC)c1OC` gave GCN5L2 inh -4.7%, N370S GC -5.1% and FEN1 inh -4.8%.
`Cc1ccc(SCCOCCN2CCc3ccccc3C2)cc1` gave GCN5L2 inh -2.3%, N370S GC -16.2% and FEN1 inh -15.8%.
COc1ccc(/C=C/C=N/NC(=O)COc2ccc(OC)cc2)cc1 was read as GCN5L2 inh -1.0%, N370S GC 7.9% and FEN1 inh 3.0%.
`O=C1N(c2ccccc2)c2ccccc2C1(O)C(F)(F)F` (stereo not drawn) gave GCN5L2 inh -7.7%, N370S GC -14.1% and FEN1 inh 1.3%.
For O=c1[nH][nH]c(-c2ccccc2)c1C=Nc1ccccc1Cl the results were GCN5L2 inh -10.7%, N370S GC -11.5% and FEN1 inh 2.3%.
CC1CN(C(=O)C(C)N2CCN(c3ccccc3Cl)CC2)CC(C)O1 (stereo not drawn) was read as GCN5L2 inh -6.0%, N370S GC 2.9% and FEN1 inh 5.4%.
For COC1CCCN(Cc2c(C(=O)N3CCN(C4CCCCC4)CC3)nc3ccccn23)C1 (stereo not drawn) the results were GCN5L2 inh -3.0%, N370S GC -6.6% and FEN1 inh -1.1%.
`CCCCCC(=O)Nc1ccc(N2CCN(CC)CC2)c(Cl)c1` gave GCN5L2 inh 0.1%, N370S GC inconclusive and FEN1 inh -5.0%.
Cc1cccc(CNc2ncnc3ccc(-c4ccc5c(ccn5C)c4)cc23)c1 was read as GCN5L2 inh -9.1% and N370S GC -15.0%.

The list goes on (2 carried over from the part before).
`CCCCCC(=O)Nc1ccc(N2CCN(CC)CC2)c(Cl)c1` gave GCN5L2 inh 0.1%, N370S GC inconclusive and FEN1 inh -5.0%.
Cc1cccc(CNc2ncnc3ccc(-c4ccc5c(ccn5C)c4)cc23)c1 was read as GCN5L2 inh -9.1% and N370S GC -15.0%.
For Cc1[nH]oc(=O)c1N=Nc1ccccc1 the results were GCN5L2 inh -4.1%, N370S GC -9.5% and FEN1 inh -4.5%.
Screening O=C(N1CCCCCC1)N1CCN(C(=O)N2CCOCC2)CC1 returned GCN5L2 inh -0.8%, N370S GC 7.9% and FEN1 inh -2.7%.
Screening COc1cccc(/C=C/C(=O)N2CCN(S(=O)(=O)c3ccccc3)CC2)c1OC returned GCN5L2 inh 12.6%, N370S GC 1.9% and FEN1 inh -3.8%.
`Cc1ccc2c(c1)N(CC(=O)N1CCN(C3CCCCC3)CC1)C(=O)CO2` gave GCN5L2 inh -2.2%, N370S GC -4.6% and FEN1 inh -8.6%.
`O=C(CSc1nnc(-c2ccncc2)n1CCc1ccccc1)N1CCCC1` gave GCN5L2 inh 0.7% and N370S GC -1.7%.
`Cc1nn(-c2ccccc2)c(Cl)c1C(=O)N1CCN(c2ncnc3c2cnn3-c2ccccc2)CC1` gave GCN5L2 inh -2.2%, N370S GC 1.3% and FEN1 inh -16.0%.
CC(=O)c1ccc(N2CCN(C(=O)Cc3n[nH]c(=O)c4ccccc34)CC2)cc1 was read as GCN5L2 inh 1.7%, N370S GC 3.8% and FEN1 inh 12.7%.
Screening O=C(NC1CCCCC1)C(c1ccncc1)N(C(=O)c1csnn1)c1ccccc1F (stereo not drawn) returned GCN5L2 inh -3.9%, N370S GC 1.9% and FEN1 inh 2.8%.
Screening OCC1(Cc2ccc(Cl)cc2)CCN(Cc2ccc(F)c(F)c2)CC1 returned GCN5L2 inh -0.4%, N370S GC -8.1% and FEN1 inh -10.9%.
For Cc1ccc(-c2nnc(-c3ccc(NC(=O)c4ccco4)cc3)o2)cc1 the results were GCN5L2 inh -12.8%, N370S GC -19.0% and FEN1 inh 2.0%.
COc1ccccc1/C=C\C=N\n1c(-c2ccc(Cl)cc2Cl)n[nH]c1=S was read as GCN5L2 inh -13.5%, N370S GC -17.4% and FEN1 inh 6.4%.
For O=C(COC(=O)CCCNC(=O)c1ccc(Cl)cc1)Nc1ccc(Br)cc1 the results were GCN5L2 inh 4.1%, N370S GC 16.1% and FEN1 inh 0.9%.

Reprinted from the part before: 3 compounds, then new ones.
For Cc1ccc(-c2nnc(-c3ccc(NC(=O)c4ccco4)cc3)o2)cc1 the results were GCN5L2 inh -12.8%, N370S GC -19.0% and FEN1 inh 2.0%.
COc1ccccc1/C=C\C=N\n1c(-c2ccc(Cl)cc2Cl)n[nH]c1=S was read as GCN5L2 inh -13.5%, N370S GC -17.4% and FEN1 inh 6.4%.
For O=C(COC(=O)CCCNC(=O)c1ccc(Cl)cc1)Nc1ccc(Br)cc1 the results were GCN5L2 inh 4.1%, N370S GC 16.1% and FEN1 inh 0.9%.
`O=C1N(c2ccccc2C(F)(F)F)OC1(Cc1ccccc1)c1ccccc1` (stereo not drawn) gave GCN5L2 inh -5.8% and FEN1 inh -21.2%.
Screening COc1ccc(Cl)cc1NC(=O)CN(C)C(=O)c1cccc(S(=O)(=O)N2CCN(C)CC2)c1 returned GCN5L2 inh -1.2% and FEN1 inh -8.3%.
`Cc1nn(-c2ccccc2)c(N)c1N=Nc1ccc2ccccc2c1` gave GCN5L2 inh -7.1%, N370S GC 14.1% and FEN1 inh 3.0%.
Screening CN1C2C=C3C(C#N)=C(N)C(C#N)(C#N)[C@@H](c4cccs4)C3C1CC2 (stereo partly drawn) returned GCN5L2 inh -17.5%, N370S GC 8.8% and FEN1 inh 3.8%.
Screening Cc1ccc(CNC(=O)C23CN(Cc4ccccc4)CC2C(c2ccc([N+](=O)[O-])cc2)=NO3)cc1 (stereo not drawn) returned GCN5L2 inh -12.0%, N370S GC -0.5% and FEN1 inh -9.6%.
For CN(C)c1cccc(C(=O)N2CCC(c3ccncc3)CC2)c1 the results were GCN5L2 inh 0.6% and FEN1 inh -5.2%.
`Cc1ccccc1-c1ccc(C(=O)O)s1` gave GCN5L2 inh -15.4%[135 µM] and N370S GC 6.9%[136 µM].
`Cc1onc(-c2ccccc2Cl)c1C(=O)Oc1ccc(Cl)cc1Cl` gave GCN5L2 inh 4.3% and FEN1 inh -9.8%.
Cc1cc(C)c(NC(=O)CSc2nccn2-c2cccc(Cl)c2)c(C)c1 was read as GCN5L2 inh -1.4% and FEN1 inh -22.6%.
`CC(=O)c1ccc(NC(=O)CNc2cc(S(=O)(=O)N3CCOCC3)ccc2N2CCCC2)cc1` gave GCN5L2 inh -9.2%, N370S GC -9.9% and FEN1 inh -14.2%.
For CCNc1nc(NCc2ccccc2)nc(Oc2ccc(=O)[nH]n2)n1 the results were GCN5L2 inh -1.6%, N370S GC 4.8% and FEN1 inh 0.5%.
`Cc1cc(C)cc(NC(=O)CSc2nncn2-c2ccccn2)c1` gave GCN5L2 inh -1.0%, N370S GC 2.9% and FEN1 inh -1.5%.
Screening O=C(c1cccc(Br)c1)N1CCN(C2=NS(=O)(=O)c3ccccc32)CC1 returned GCN5L2 inh -2.9%, N370S GC 1.6% and FEN1 inh 5.5%.
For COC(=O)c1ccccc1NC1c2ccccc2C(=O)N1c1cccnc1 (stereo not drawn) the results were GCN5L2 inh -4.3%, N370S GC 5.9% and FEN1 inh 12.6%.
For Cc1ccc(OCCC(=O)OCC(=O)N2CC(=O)Nc3ccccc32)cc1 the results were GCN5L2 inh 1.4% and FEN1 inh 18.1%.
Screening Cc1nnc(NC(=O)c2ccc(S(=O)(=O)N3CCOCC3)cc2)s1 returned GCN5L2 inh 0.8%, N370S GC -8.6% and FEN1 inh 2.9%.
CC1(C)Cc2cccc(OCC(=O)NCCc3ccc(S(N)(=O)=O)cc3)c2O1 was read as GCN5L2 inh 2.5% and FEN1 inh -0.2%.
`O=C(CSc1nnc(CCCN2C(=O)c3cccc4cccc(c34)C2=O)n1-c1ccccc1)NCCCO` gave GCN5L2 inh -1.4%, N370S GC 6.1% and FEN1 inh 0.6%.
For CCOC(=O)c1c(C)n(C)c2cc(OCCN(CC)CC)ccc12 the results were GCN5L2 inh -3.1%, N370S GC -4.2% and FEN1 inh -9.8%.
Cc1nnc2c(NC3CCCC3)nc3ccccc3n12 was read as GCN5L2 inh -9.2%, N370S GC 15.7% and FEN1 inh -0.7%.
Screening COc1ccccc1-n1c(C)nc2cc(C(=O)NCCN3CCOCC3)ccc21 returned GCN5L2 inh 0.0%, N370S GC -3.9% and FEN1 inh 18.7%.
`O=C(Cn1ccc2ccccc2c1=O)N1CCN(c2cccc(Cl)c2)CC1` gave GCN5L2 inh 2.1%, N370S GC 8.2% and FEN1 inh 10.1%.
For CCC(=O)Nc1ccc2c(c1)ncn2C the results were GCN5L2 inh -3.7%, N370S GC 0.3% and FEN1 inh -13.3%.
`Cc1cccc(Nc2ccc([N+](=O)[O-])cn2)c1` gave GCN5L2 inh -10.3%, N370S GC 3.3% and FEN1 inh -3.5%.
Screening CCOC(=O)C1CCN(C(C)=C2C(=O)c3ccccc3C2=O)CC1 returned GCN5L2 inh -2.2%, N370S GC -2.3% and FEN1 inh -11.9%.
`CCN(CC)c1nn2c(=O)c(C(=O)NCc3cccc(OC)c3OC)cnc2s1` gave GCN5L2 inh -1.0% and FEN1 inh 3.0%.
Cc1cc(=O)oc2cc(NC(=O)C3CCCC3)ccc12 was read as GCN5L2 inh -3.1%, N370S GC 12.7% and FEN1 inh -2.5%.
Cc1ccc(NC(=O)Cn2c(=O)oc3cc(S(=O)(=O)N4CCCC4)ccc32)cc1F was read as GCN5L2 inh -28.3% and FEN1 inh -17.9%.
For CCCOc1ccc([N+](=O)[O-])cc1C1NC(=S)NC(c2ccccc2)=C1C(=O)OCC (stereo not drawn) the results were GCN5L2 inh -11.6%, N370S GC 10.3% and FEN1 inh 3.2%.
Screening Cc1cccc(N2CCN(C(=O)Cn3c(C)c4cnn(-c5ccccc5)c(=O)c4c3C)CC2)c1C returned GCN5L2 inh -4.0% and FEN1 inh 6.2%.
For Oc1c(C(c2cccc(Br)c2)N2CCCC2)sc2nc(-c3ccco3)nn12 (stereo not drawn) the results were GCN5L2 inh -6.1% and FEN1 inh 12.7%.
CC1(C)CC(=O)C=C(c2cccc(O)c2)C1=O was read as GCN5L2 inh 4.0% and FEN1 inh 1.7%.

No new results follow: 3 of the compounds above.
Screening CCOC(=O)C1CCN(C(C)=C2C(=O)c3ccccc3C2=O)CC1 returned GCN5L2 inh -2.2%, N370S GC -2.3% and FEN1 inh -11.9%.
`CCN(CC)c1nn2c(=O)c(C(=O)NCc3cccc(OC)c3OC)cnc2s1` gave GCN5L2 inh -1.0% and FEN1 inh 3.0%.
Cc1cc(=O)oc2cc(NC(=O)C3CCCC3)ccc12 was read as GCN5L2 inh -3.1%, N370S GC 12.7% and FEN1 inh -2.5%.
